# Screens (PubChem BioAssay)
# PvdQ acylase: blocks Pseudomonas aeruginosa PvdQ acylase activity; purified PvdQ acylase, fluorescence plate reader; actives 0.063% (n = 340,000); inhibition, % at 10 µM; in the data active means inhibition above about 30%, passing the limit was not always enough; inconclusive means no clear call, values can overlap the other calls;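 further: 0% = vehicle neutral wells and 100% = reference inhibitor wells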
# RTF Ca sens act: increases calcium sensitivity of human cardiac regulated thin filaments; IANBD-labeled TnC RTF fluorescence at EC20 calcium; 0% EC20 calcium, 100% full calcium; activation, % at 7.2 µM; actives 0.24% (n = 340,000); AID 493008;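 active means activation above the mean over all tested compounds plus 3 SD, cut at about 30% in these data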;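 further: rise in fluorescence read as greater calcium sensitivity of cardiac thin filaments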
# dFosB activator: mouse delta FosB homodimer activation; P13346; purified delta FosB, TAMRA-CDK5 oligo fluorescence polarization; percent of positive-control signal above neutral wells; activation, % at 25 µM; actives 0.99% (n = 340,000); AID 493131;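 active means mean activation above about 17%, with every replicate also reaching it, limit read from the data, passing the limit was not always enough; inconclusive means only one of the two conditions met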;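 further: fluorescence polarization rise as delta FosB binds a TAMRA Cdk5 AP-1 oligo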
# NSD2 inh: inhibitors of human histone methyltransferase NSD2; NSD2 peptide methylation, AlphaScreen, 120 min; inhibition, % at 12.5 µM; actives 0.54% (n = 310,000); in the data active means inhibition above about 50%
# SUMO Mot1 rescue: inhibitors of SUMOylation pathway: yeast Mot1-301 growth rescue | AID 2716 | S. cerevisiae Mot1-301 growth rescue, ATP luminescence, 38.5C; percent above DMSO median, 100 means doubled | growth rescue, % at 18.8 µM | actives 1% (n = 320,000);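 active means every valid replicate shows activation above 250% relative to neutral control wells; inactive means the rest, any valid replicate at or below 250%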;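 further: OY570 slx delta 5 strain wells were the positive control but not used for scaling; some compounds called inactive have numbers as strong as hits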
# Rtt109 HAT inh: blocks Candida albicans Rtt109/Vps75 acetyltransferase activity; purified Rtt109/Vps75, ThioGlo CoA-SH fluorescence, 4 h; actives 0.16% (n = 330,000); inhibition, % at 34.9 µM; AID 540336; Q5AAJ8;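 active means inhibition of at least 50% in every replicate; inconclusive means best replicate reaches 50% inhibition but some replicates fall short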
# Target sequence (Q5AAJ8 whole entry, looked up): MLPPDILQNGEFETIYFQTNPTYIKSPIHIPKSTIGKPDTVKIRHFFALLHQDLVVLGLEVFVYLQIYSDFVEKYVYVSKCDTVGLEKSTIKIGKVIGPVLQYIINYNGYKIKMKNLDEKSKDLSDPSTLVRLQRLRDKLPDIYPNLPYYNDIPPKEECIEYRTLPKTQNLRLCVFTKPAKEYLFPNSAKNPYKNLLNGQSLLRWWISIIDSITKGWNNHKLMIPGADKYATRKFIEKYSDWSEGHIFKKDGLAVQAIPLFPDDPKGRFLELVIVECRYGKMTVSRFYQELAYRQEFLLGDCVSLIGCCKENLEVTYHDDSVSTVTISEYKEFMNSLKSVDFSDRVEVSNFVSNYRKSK
# CDK5 inh: blocks human CDK5/p35 kinase activity; Recombinant CDK5/p35, ADP-Glo luminescence, 60 min; inhibition, % at 10 µM; actives 0.01% (n = 330,000); AID 488839; Q00535+Q15078;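 active means highest replicate inhibition of at least 50% and at least 75% of replicates reaching 50%; inconclusive means only one of the two criteria met; inactive means both criteria failed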;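 further: plate controls were DMSO neutral control for no effect and GW8510 at 10 µM for full effect; many of its hits are not listed in these tables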
# Target sequence (Q00535 whole entry, looked up): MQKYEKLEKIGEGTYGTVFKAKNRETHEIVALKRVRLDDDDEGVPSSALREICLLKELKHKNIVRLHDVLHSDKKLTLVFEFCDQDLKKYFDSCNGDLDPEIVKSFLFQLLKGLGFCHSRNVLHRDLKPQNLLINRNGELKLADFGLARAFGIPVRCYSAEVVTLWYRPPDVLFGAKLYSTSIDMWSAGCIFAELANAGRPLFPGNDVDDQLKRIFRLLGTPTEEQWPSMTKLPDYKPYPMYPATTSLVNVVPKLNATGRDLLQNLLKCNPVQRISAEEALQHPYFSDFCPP
# Target sequence (Q15078 whole entry, looked up): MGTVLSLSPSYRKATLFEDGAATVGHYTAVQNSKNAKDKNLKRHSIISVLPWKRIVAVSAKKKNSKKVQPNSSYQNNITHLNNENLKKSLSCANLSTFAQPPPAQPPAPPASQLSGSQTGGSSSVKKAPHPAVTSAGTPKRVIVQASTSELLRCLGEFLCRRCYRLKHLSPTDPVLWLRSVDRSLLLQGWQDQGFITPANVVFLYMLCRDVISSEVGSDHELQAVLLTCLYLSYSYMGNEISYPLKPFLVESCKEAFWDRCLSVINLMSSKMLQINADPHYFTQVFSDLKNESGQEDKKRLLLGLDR
# C-LANA FP: blocks KSHV LANA C-terminal domain binding to DNA; MBP-C-LANA/FAM-LBS DNA binding, fluorescence polarization; actives 0.078% (n = 340,000); inhibition, % at 9 µM; AID 504423;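 active means highest replicate inhibition at or above 60% at 9 µM, even if other replicates fall short; inactive means all replicates below 60% inhibition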;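 further: 0% = neutral control wells and 100% = 4 µM acridine orange control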
# Cardiac RTF inh: cardiac RTF calcium desensitization; P19429+P45379; IANBD-labeled cardiac RTF, Ca2+ fluorescence; inhibition, % at 7.15 µM; actives 0.12% (n = 340,000); AID 493244;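 active means inhibition above the mean inhibition of all tested compounds plus 3 SD, cut at about 17% in these data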;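 further: assay run at fixed EC70 calcium of 1.6 mM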
# PfHsp90 yeast 2: reduces growth (ATP signal) of yeast expressing P. falciparum Hsp90. S. cerevisiae expressing PfHsp90, BacTiter-Glo ATP, 48 h; yeast lacking PDR1 and PDR3 efflux regulators. inhibition, % at 9.4 µM. actives 0.32% (n = 310,000);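 active means every replicate shows inhibition above about 80%, whatever the replicate mean, limit read from the data; inconclusive means mean inhibition reaches the set limit but some replicate falls short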;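 further: 0% = DMSO neutral controls and 100% = 20 µM radicicol positive controls; yeast relying on Plasmodium falciparum Hsp90 in place of its own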
# Keap1 Nrf2 FP: Keap1-Nrf2 (human) interaction inhibition | Q14145 | Keap1 Kelch-Nrf2 peptide fluorescence polarization, 1536-well | inhibition, % at 9.4 µM | actives 0.15% (n = 340,000) | AID 504523; in the data active means inhibition above about 12%; inconclusive means no clear call, values can overlap the other calls; inactive means below about 7.3%;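 further: human Keap1 Kelch domain with fluorescein labeled Nrf2 9mer peptide probe; 0% = neutral control wells and 100% = peptide positive control; higher means more block of Keap1 binding to Nrf2 peptide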
# Active calls of the source: *; i = inactive; u = inconclusive; x = not tested or not shown. The order is random; any-hit rate near 3.2%.
SMILES,PvdQ acylase,RTF Ca sens act,dFosB activator,NSD2 inh,SUMO Mot1 rescue,Rtt109 HAT inh,CDK5 inh,C-LANA FP,Cardiac RTF inh,PfHsp90 yeast 2,Keap1 Nrf2 FP
C(=C\c1ccccc1)/CSc1nnc(-c2cnccn2)n1Cc1ccco1,11.4,-9.1,-8.7,3.2,-7.4,3.0,1.8,0.8,-4.2,-20.3,-3.6
Cn1c(SCC(=O)NCc2ccco2)nnc1C1CC1,-8.3,-2.6,-3.8,-0.6,-0.2,2.6,-0.6,1.8,-2.1,1.0,-1.5
Cc1nc(SCC(=O)NCc2ccco2)nc(C)c1C,-17.6,-2.2,1.9,0.4,262.6,-21.4,-1.4,-0.8,-9.2,-26.9,-1.9
CC1(C)CC2(C)OC(=N)C1(C#N)C2(C#N)C#N (centres undefined),-14.3,3.9,-2.0,2.4,15.8,-10.6,-0.8,-0.8,-2.1,-0.2,-5.0
COC(=O)c1ccc(CNC(=O)Cn2cc(C)c(=O)[nH]c2=O)cc1,-14.8,4.2,0.7,x,x,-6.8,-0.4,1.8,-2.5,0.5,2.4
O=C(Nc1ccc(-c2ccccc2)cc1)c1ccc2c(c1)S(=O)(=O)c1ccccc1C2=O,-14.8,1.5,-7.3,x,-5.7,-4.4,1.7,2.4,-5.0,-13.3,-2.9
CN(C)C(=O)c1nnsc1Sc1ccc(Cl)cc1,5.5,2.3,1.3,0.8,-12.5,3.0,0.8,-1.3,-9.8,-1.8,0.3
Cc1cc(C)c(S(=O)(=O)Oc2ccccc2[N+](=O)[O-])c(C)c1,-13.5,1.8,-12.2,-0.2,x,-1.2,-0.5,-0.8,-5.2,-17.7,2.2
COc1cc(/C=C/C(=O)OCC(=O)N2CCN(C(=O)c3ccco3)CC2)ccc1O,-3.3,-1.4,-2.2,0.3,816.2,-8.3,2.4,1.4,0.3,-24.0,-0.4
COc1ccc(N=Nc2c(C)[nH][nH]c2=O)cc1,11.1,-3.9,-1.5,3.0,-1.4,x,4.1,0.5,1.1,-2.9,-1.0
CNC(=O)c1cc2c(=O)n3cccc(C)c3nc2n(C(C)C)c1=N,-33.3,-9.1,-2.2,1.8,x,i,-0.1,0.9,-1.5,x,-2.9
O=C(Nc1ccccc1N1CCN(C(=O)c2ccccc2)CC1)c1cccc(Cl)c1,0.6,3.1,-29.3,-2.8,143.0,1.8,0.5,0.6,-1.3,11.9,-5.1
CCCCn1cnc2c(SCc3ccc(Br)cc3)nc(N)nc21,-4.6,-7.1,-13.8,-6.6,x,-1.3,1.1,1.5,-3.7,-8.3,3.1
C=CCNC(=S)N/N=C/c1ccc(C(C)(C)C)cc1,-3.4,15.1,-5.6,-0.2,x,4.9,-1.2,-0.3,-2.0,0.7,-2.9
COc1ccc(OC)c(S(=O)(=O)NCCc2csc(-c3cccnc3)n2)c1,-8.9,-2.0,-12.0,20.1,-25.0,5.9,-1.3,3.4,-9.5,12.8,1.5
O=C(Nc1nc2ccccc2[nH]1)c1ccc(Cl)c([N+](=O)[O-])c1,-3.2,2.9,2.5,1.0,-2.6,-7.2,-4.7,5.2,-10.2,-17.1,-3.4
CCN(c1ccccc1)S(=O)(=O)c1cccc(C(=O)OCC(=O)c2c(N)n(C)c(=O)n(C)c2=O)c1,-14.9,3.4,-6.2,-0.6,x,-0.8,-6.2,0.4,-1.9,-11.9,-0.1
Cc1cccc(N2CCN(C(=O)c3c(-c4ccccc4Cl)noc3C)CC2)c1C,-13.2,4.2,-14.8,-0.3,-23.9,11.4,0.2,0.7,-8.6,-117.5,1.1
COc1ccccc1N1CCN(C(=O)C2CCC(Cn3c(=S)[nH]c4ccccc4c3=O)CC2)CC1 (centres undefined),6.2,-3.4,-0.9,25.9,15.7,4.1,3.5,0.7,-3.0,x,0.3
CC(C)NC(=S)N/N=C/c1cccs1,-10.8,1.4,-4.2,-0.7,1.3,-1.6,1.1,0.5,-8.0,-9.6,-4.7
O=C(NCCc1c[nH]c2ccccc12)/C(=C\c1cccnc1)NC(=O)c1ccccc1Br,-0.9,6.7,-2.5,1.3,9.5,-8.2,-1.7,-0.7,-13.8,-19.1,1.7
O=C(Nc1ccc(COc2ccccc2)cc1)Nc1cccc(C(=O)O)c1,-10.5,-4.6,-6.1,2.8,137.3,1.0,-0.7,0.7,-7.2,-1.3,0.7
COC(=O)c1ccc(CSc2nc3c(c(=O)n2-c2ccc(C)cc2)SCC3)o1,-9.9,2.9,-5.5,x,8.5,5.3,0.3,0.7,-1.4,-9.5,0.2
Cn1nnnc1SCc1c(F)cccc1F,-10.0,8.1,-1.3,-2.9,349.7,-11.4,-0.3,3.1,-6.5,x,-5.6
COc1ccc(C(=O)Nc2nc3c(s2)Cc2cc(OC)ccc2-3)cc1,-9.0,-0.1,4.9,11.5,8.5,6.1,0.1,0.1,-20.8,-2.9,-1.1
Cn1c(-c2ccccn2)[n+](C)c2ccccc21,-11.9,-3.9,-1.4,-8.6,6.3,0.6,0.0,0.1,1.0,2.7,-6.6
COc1cc(Cl)c(C)cc1NC(=O)c1cc(S(=O)(=O)N(C)C)ccc1N1CCCC1,13.3,9.0,-8.1,x,-10.0,11.1,-0.4,0.2,-19.1,3.6,-0.4
CC1CN(c2ccccc2)CCN1C(=O)c1cc(COc2c(F)cccc2F)on1 (centres undefined),-10.2,-4.6,-4.6,9.0,1.2,-6.4,-0.5,-0.5,-1.2,-4.9,-4.4
CCOc1ccccc1CNC(=O)c1ccc2c(c1)N(CC)CCS2,2.4,0.5,-10.3,x,3.3,-18.8,0.6,0.1,-0.6,-1.7,-1.3
Cc1cc(C)cc(OCC(=O)N/N=C/c2ccncc2)c1,8.6,-4.8,-4.5,-1.4,3.7,2.5,-0.3,-0.5,-2.9,9.3,-6.5
O=C(NCCCN1CCOCC1)c1cccc(S(=O)(=O)N2CCc3ccccc3C2)c1,1.4,7.9,-7.8,-1.3,8.9,6.8,0.5,1.5,-2.0,4.6,-1.0
N/C(=N\OC(=O)c1cnn(-c2ccccc2)c1C(F)(F)F)c1ccc(C(F)(F)F)cc1,-11.0,-0.9,-1.9,-3.7,-0.4,-8.2,0.3,-0.7,2.1,-11.0,-3.6
C=CCN(C(=O)c1csnn1)C(C(=O)NCc1ccc(F)cc1)c1ccccc1 (centres undefined),-4.9,-2.2,-8.5,28.5,15.4,1.5,0.1,-0.5,-2.5,-0.4,-1.0
CCCC1C(=O)N(c2ccccc2)C1c1ccccc1 (centres undefined),27.3,2.5,-2.3,-6.8,-14.3,-6.5,-0.9,-3.3,-1.0,-25.9,u
CCCCCc1nnc(NC(=O)C2COc3ccccc3O2)s1 (centres undefined),-3.1,-2.4,2.9,1.8,0.8,-1.2,-1.1,-1.7,-8.5,0.0,-1.8
O=C(c1ccc(N2CCN(S(=O)(=O)c3ccccc3)CC2)c([N+](=O)[O-])c1)N1CCOCC1,4.6,13.2,-8.0,1.3,-12.0,-2.7,0.3,1.1,1.5,-22.5,-2.2
Oc1ccccc1-c1nc(NCc2cccnc2)c2ccccc2n1,-13.4,-2.0,0.2,-0.2,-7.9,-16.7,1.9,-0.9,-0.8,-10.0,-2.2
CCS(=O)(=O)c1nc(S(=O)(=O)c2ccc(C)cc2)c(NCCCN2CCOCC2)s1,-6.5,-2.3,-11.1,1.8,-0.3,-6.4,-0.2,0.8,2.5,-21.6,-0.6
CN(Cc1ccccn1)C(=O)C1CCC(=O)N(Cc2cccc(C(F)(F)F)c2)C1 (centres undefined),4.0,-0.8,2.8,0.9,124.9,0.5,-1.4,-0.5,-0.7,-4.2,-0.6
Cc1sc2ncn(CC(=O)OC(C)C(=O)NC(C)(C)C)c(=O)c2c1C (centres undefined),-10.9,-1.0,-0.1,-8.1,207.1,5.1,-0.6,-0.2,5.4,19.0,1.3
COC(=O)c1cc(-c2ccc(Cl)cc2Cl)n[nH]1,-12.1,-2.3,3.6,-0.6,3.4,-8.3,1.5,1.9,-10.7,36.3,0.7
COC(=O)c1sccc1NC(=O)C1CC(C)=C(C)CC1C(=O)O (centres undefined),-9.3,-0.9,-2.7,-1.9,15.3,5.0,-1.9,-1.7,-2.7,-4.7,-3.0
COc1ccccc1NC(=O)N1CCN(c2ncccn2)CC1,-16.1,-1.9,1.6,-0.7,-7.2,2.6,-0.8,-0.8,-12.6,-2.5,-2.8
Cc1nc(C)c(Cc2ccccc2Cl)c(=O)[nH]1,-11.6,11.7,5.0,-0.4,-19.9,-1.5,-1.3,-0.1,-7.0,-4.9,2.2
CCOc1ccccc1N1CCN(Cc2ccc(OC)c(OC)c2OC)CC1,-4.5,-1.2,4.0,-0.4,-16.5,-0.5,-2.8,-0.5,-1.6,9.3,6.0
OCC[C@@H]1C[C@@H](O)[C@H](O)[C@]2(Cc3ccccc3CCO2)O1,1.2,-3.1,3.7,x,-24.6,-3.4,0.4,2.7,8.0,11.3,-7.5
CC(C)(C)OC(=O)NCCCCCNC(=O)c1nc[nH]c1C(=O)NCc1ccccc1,-7.2,-5.4,1.9,x,0.1,8.5,0.3,0.8,-6.2,x,1.8
CN(C(=O)c1ccccc1C(=O)OCC(=O)Nc1ccc(OC(F)F)cc1)c1ccccc1,-4.1,-0.5,-22.8,0.6,6.7,0.6,-1.1,-0.6,0.2,-12.9,-3.0
CC(C)(C)n1nnnc1C(c1cccs1)N(Cc1ccccc1)Cc1cccnc1 (centres undefined),-11.6,2.4,-8.0,x,148.9,5.3,-1.5,-3.2,-0.3,-2.5,-1.7
Cn1c(SCc2ccccc2)nnc1-c1ccc2nonc2c1,5.0,7.5,0.9,-1.2,-11.0,-10.9,-0.6,-1.3,3.8,5.9,-3.1
COc1ccc(OC)c2c1nc1n2CCS1,-10.8,-4.0,5.7,-0.1,12.9,12.5,0.0,-0.8,0.5,-20.4,-1.1
Cc1cc(-c2ccc(Cl)cc2)n2nc(N)nc2n1,3.6,-3.2,-5.7,0.5,1.1,-20.2,-0.4,2.2,0.1,-1.1,-4.5
COc1ccc(NC2SC(=O)N(C)C2=O)cc1 (centres undefined),-12.9,-1.8,-1.0,0.0,52.8,2.5,1.0,-1.2,6.5,-9.0,-5.3
